TIM10 inh: growth inhibitors of isogenic TIM10 control yeast, primary screen, counter-screen for tim10-1 yeast inhibitor project, luminescence, uHTS; S. cerevisiae TIM10 strain growth, BacTiter-Glo luminescence, 24 h; inhibition, % at 10 µM; hit rate 1.4% among 330,000; AID 463195, 2010;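 active = inhibition of 40% or more at the single tested concentration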;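 note: wild-type TIM10 isogenic control strain grown at permissive 25 °C; 0% = DMSO yeast wells and 100% = minimal medium wells without yeast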
A3A deaminase: APOBEC3A ssDNA deaminase inhibitors, primary screen, selectivity assay for APOBEC3G inhibitor project, biochemical, FAM/TAMRA oligo cleavage fluorescence; inhibition, % at 20 µM; recombinant A3A, FAM/TAMRA ssDNA deamination fluorescence; DNA dC->dU-editing enzyme APOBEC-3A (Homo sapiens), P31941; AID 493011, 2011; hit rate 0.41% among 330,000;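 active = at least 40% inhibition at 20 µM here, with at most 30% in a related deaminase screen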;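 note: plate controls were A3A with DMSO for no effect and wells lacking A3A enzyme for full effect; some results filed as inactive read as strong as hits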
Target sequence (P31941 whole entry, looked up): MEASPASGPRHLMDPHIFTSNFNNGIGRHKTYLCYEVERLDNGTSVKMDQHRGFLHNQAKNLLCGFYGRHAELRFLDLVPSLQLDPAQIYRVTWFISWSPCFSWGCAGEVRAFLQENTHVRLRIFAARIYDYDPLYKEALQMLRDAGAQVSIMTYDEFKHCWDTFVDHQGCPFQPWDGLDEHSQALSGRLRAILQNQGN
NALP3 yeast inh: NALP3 inflammasome inhibitors in reconstituted yeast, primary screen, luminescence, uHTS | Yeast reconstituted NLRP3/ASC/caspase-1, beta-gal luminescence, 24 h | inhibition, % at 10 µM | hit rate 0.39% among 330,000 | AID 2825, 2010;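 active = inhibition of 50% or more; inactive = inhibition below 50%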;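 note: plate controls were induced DMSO wells for no effect and uninduced yeast grown without galactose for full effect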
mIAP block: inhibitors of mouse IAP, primary screen, biochemical, luminescence, uHTS; AID 2806, 2010; intestinal alkaline phosphatase [Mus musculus]; hit rate 0.2% among 330,000; inhibition, % at 10 µM; purified mouse IAP, CDP-Star luminescence, 30 min;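 active = inhibition of at least 40% at 10 µM in the primary screen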;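 note: plate controls were DMSO with enzyme for no effect and no enzyme wells for full effect; values of inactives mirror those of a sister screen read the other way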
mIAP act: activators of mouse IAP, primary screen, biochemical, luminescence, uHTS. hit rate 0.24% among 330,000. AID 2805, 2010. activation factor at 10 µM. muIAP, CDP-Star luminescence, 30 min; hits give high values; 1 = vehicle-only enzyme signal, 0 = enzyme-free wells. intestinal alkaline phosphatase [Mus musculus];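 active = activation factor of at least 2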; note: the source names both 10 and 20 µM as test concentration; values of inactives mirror those of a sister screen read the other way
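also added = chemiluminescent substrate CDP-Star | test system = mouse IAP enzyme | signal = chemiluminescence readout | compound = DMSO-dissolved test compounds | incubation = 30 min at room temperature | benchmarks = DMSO wells, no-enzyme wells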
MIN6 prolif: inducers of MIN6 beta-cell proliferation, primary screen, ATP luminescence, uHTS. MIN6 cells proliferation, ATPlite luminescence, 48 h; cells starved in 0.2% serum; 100% = growth in 10% serum. proliferation, % at 10 µM. hit rate 0.29% among 330,000. AID 2380, 2010;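 active = compounds whose signal lies at least 3.5 SD above the mean of all wells on their plate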;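 note: 0% = DMSO-treated cells in low-serum medium and 100% = 10% serum control; some compounds called inactive have numbers as strong as hits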
hIAP block: human IAP inhibitors, primary screen, biochemical, luminescence, uHTS; inhibition, % at 10 µM; hit rate 0.12% among 330,000; purified IAP, CDP-Star luminescence, 30 min;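 active = inhibition reaching a set limit with compound at 10 µM in the primary screen, cut at about 35% in these data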;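 note: plate controls were DMSO wells with enzyme for no effect and no-enzyme buffer wells for full effect; values of inactives mirror those of a sister screen read the other way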
A3G deaminase: APOBEC3G DNA deaminase inhibitors, primary screen, biochemical, fluorescence, single-stranded DNA substrate, uHTS. DNA dC->dU-editing enzyme APOBEC-3G (Homo sapiens), Q9HC16. hit rate 0.28% among 330,000. recombinant A3G, ssDNA deamination FAM/TAMRA fluorescence. inhibition, % at 20 µM. AID 493012, 2011;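 active = inhibition of at least 40% at 20 µM, with no more than 30% in the related APOBEC3A deaminase screen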;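 note: plate controls were DMSO wells with A3G for no effect and wells lacking A3G enzyme for full effect; some compounds called inactive have numbers as strong as hits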
Target sequence (Q9HC16 whole entry, looked up): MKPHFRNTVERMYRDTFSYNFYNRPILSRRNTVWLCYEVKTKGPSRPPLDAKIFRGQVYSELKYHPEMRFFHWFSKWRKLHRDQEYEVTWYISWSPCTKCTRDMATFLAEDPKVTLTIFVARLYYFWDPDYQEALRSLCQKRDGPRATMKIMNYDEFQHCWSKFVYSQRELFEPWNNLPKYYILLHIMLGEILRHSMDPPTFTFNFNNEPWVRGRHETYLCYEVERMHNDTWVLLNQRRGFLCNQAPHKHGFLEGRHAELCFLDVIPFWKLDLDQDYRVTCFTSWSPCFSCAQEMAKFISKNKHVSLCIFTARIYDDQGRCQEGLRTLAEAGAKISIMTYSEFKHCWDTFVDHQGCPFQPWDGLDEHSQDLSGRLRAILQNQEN
tim10-1 inh: growth inhibitors of tim10-1 mutant yeast, primary screen, luminescence, uHTS | S. cerevisiae tim10-1 ts strain growth, BacTiter-Glo, 24 h | inhibition, % at 20 µM | hit rate 2.2% among 330,000;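 active = inhibition of at least 40%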;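 note: mutant grown at 25 °C; 0% = DMSO wells with yeast and 100% = wells holding no yeast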
* hit, by the source's call. Only part of the results is shown; rates above refer to the full screens.

molecule,TIM10 inh,A3A deaminase,NALP3 yeast inh,mIAP block,mIAP act,MIN6 prolif,hIAP block,A3G deaminase,tim10-1 inh
Cc1[nH]c2ccc(OC(F)(F)F)cc2c1CCNCc1cccc([N+](=O)[O-])c1,32,1,-1,3,0.97,-5,11,-1,-26
COC(=O)C1=C(c2ccc(Cl)c(C(F)(F)F)c2)C[C@@H]2CC[C@H]1N2C(=O)NCCNC(C)=O,-3,-2,10,2,0.98,-5,16,-8,-2
Cc1ncc(CNC(=O)N(CCCl)N=O)c(N)n1,21,3,22,3,0.97,-3,-5,-4,20
COc1ccc(-n2c(O)c(/C(C)=N/N3CCCCCC3)c(=O)[nH]c2=O)cc1,-8,1,11,1,0.99,-3,-2,1,7
O=c1c2ccccc2nc(C[n+]2ccccc2)n1-c1cccc(C(F)(F)F)c1,10,-2,-2,-1,1,-1,11,-5,27
Cc1nn(Cc2ccccc2Cl)c(C)c1C(=O)OCC(=O)NC1CCS(=O)(=O)C1 (stereo not drawn),-4,3,6,-9,1.1,-1,-1,-4,1
CC(Cc1ccc(O)cc1)NCC(O)c1cc(O)cc(O)c1 (stereo not drawn),0,-3,14,6,0.94,0,-2,-5,-15
COc1c2c(cc3c1OCO3)CC[N+](C)=C2,-4,-2,-4,3,0.97,-1,1,-8,-2

(further entries)
molecule,TIM10 inh,A3A deaminase,NALP3 yeast inh,mIAP block,mIAP act,MIN6 prolif,hIAP block,A3G deaminase,tim10-1 inh
O=C1/C(=C\c2ccccc2)C2OCC=C3CN4CCC56c7ccccc7N1C5C2C3CC46 (stereo not drawn),2,-3,12,2,0.97,-5,-2,-6,28
O=[N+]([O-])c1ccc(N2CCCC2)c2ncccc12,6,5,41,18,0.81,-1,22,6,13
O=Cc1cn(Cc2ccc([N+](=O)[O-])cc2)c2ccccc12,7,0,15,4,0.95,-1,14,-3,-3
OC(CNCCc1c[nH]c2ccccc12)c1ccccc1 (stereo not drawn),15,-2,11,0,1,-1,-6,-3,14
CN1CCc2c(C#N)c(Cl)nc(Cl)c2C1,10,-1,8,4,0.96,1,-1,1,2
CN1CCN(c2cc([N+](=O)[O-])ccc2Cl)CC1,-4,1,8,-2,1,-4,-9,2,-8
C=CCN1C(=O)/C(=C/c2ccc(Br)s2)C(=O)NC1=S,17,46*,13,43*,0.57,-4,-11,26,21
COc1cc(CN2CCN(C(=O)COc3ccccc3)CC2)cc(OC)c1OC,-2,0,10,3,0.97,-1,14,0,-1

Continued:
molecule,TIM10 inh,A3A deaminase,NALP3 yeast inh,mIAP block,mIAP act,MIN6 prolif,hIAP block,A3G deaminase,tim10-1 inh
CC(=O)N1CN(C(C)=O)CN(C(C)=O)C1,4,-2,11,7,0.93,-4,-25,-6,6
COc1ccc(CCn2c(O)c(C=NCCCO)c(=O)[nH]c2=O)cc1OC,1,7,9,-4,1,-2,12,2,15
CCCC1=C(C(=O)OCC)C2(C(=O)Nc3ccccc32)C(C#N)=C(N)O1 (stereo not drawn),-7,1,10,-8,1.1,-1,-8,-4,13
CN1C(=O)C(=CN2CCN(C(=O)c3ccco3)CC2)C(=O)N(C)C1=S,7,-5,16,-2,1,-2,10,-10,14
O=c1[nH]c(=O)n(-c2ccc(Br)cc2)c(O)c1C=NC(CO)(CO)CO,14,-3,7,-6,1.1,1,50*,-4,-11
CC(NCc1cccc(Cl)c1Cl)C(O)c1ccccc1 (stereo not drawn),12,0,17,-1,1,0,4,-3,21
O=C(c1cc(S(=O)(=O)N2CCC3(CC2)OCCO3)ccc1F)N1CCC2(CC1)OCCO2,11,0,18,2,0.97,1,12,-5,2
CC(=O)Nc1ccccc1C(=O)OCc1cccc(F)c1,8,-2,16,-2,1,-2,18,-3,13

Later entries
molecule,TIM10 inh,A3A deaminase,NALP3 yeast inh,mIAP block,mIAP act,MIN6 prolif,hIAP block,A3G deaminase,tim10-1 inh
Cc1cc(/C=C2\C(=O)NC(=O)N(Cc3ccco3)C2=O)c(C)n1-c1ccc(C(=O)O)cc1,-7,40,4,19,0.81,3,-11,12,-9
CCC(=Nc1ccc2c(c1)CCC2)c1c(O)n(-c2ccc(OC)cc2)c(=O)[nH]c1=O,12,-3,8,11,0.89,-2,10,-4,11
C[C@]12CC[C@H](OC(=O)CCC(=O)O)CC1=CCC1C2CC[C@@]2(C)C1CC[C@@H]2OC(=O)CCC(=O)O (stereo partly drawn),-6,2,37,-10,1.1,1,-10,-3,-3
CCOC(=O)C1=C(C)OC(N)=C(C(=O)OCC)[C@@]12C(=O)N(CC(N)=O)c1ccccc12,10,0,10,-1,1,-1,17,-1,10
O=C(c1ccccc1F)c1cn(Cc2ccc(F)cc2)c2ccccc12,-51,0,-13,6,0.94,-4,5,-8,-15
O=C(c1ccc(Cl)cc1)C1CCCN(Cc2ccc3nonc3c2)C1 (stereo not drawn),-43,3,20,14,0.86,-1,-5,2,-50
O=C1C2CCCN2C(c2ccncc2)N1c1ccc(Cl)c(Cl)c1 (stereo not drawn),-7,-2,-1,6,0.94,-2,7,-1,8
COc1ccc(-c2nn(CCC#N)cc2C(=O)Nc2cccc([N+](=O)[O-])c2)cc1OC,-5,-6,15,2,0.98,0,-21,-10,19

Following part
molecule,TIM10 inh,A3A deaminase,NALP3 yeast inh,mIAP block,mIAP act,MIN6 prolif,hIAP block,A3G deaminase,tim10-1 inh
O=C(C[N+]12CCC(CC1)C(O)C2)c1ccc(Br)cc1 (stereo not drawn),2,-4,-4,-2,1,0,13,-10,0
CCC(CC)NC1CCCCC1OC (stereo not drawn),3,-1,2,9,0.91,0,-11,-4,12
CN1CC(C(=O)c2cccc(C(F)(F)F)c2)C(c2ccc(Cl)cc2)C1 (stereo not drawn),8,-2,22,-4,1,-2,6,-7,41*
Cc1cc(OC(=O)N(C)C)nc(-c2ccc(C)c(Cl)c2)n1,-4,0,42,0,1,-2,10,1,17
COc1ccc(Cn2c(O)c(C=Nc3c(C)n(C)n(-c4ccccc4)c3=O)c(=O)[nH]c2=O)cc1,-1,-7,-2,3,0.97,0,8,-9,14
C/C(=N\Nc1ccccc1)c1c(O)n(Cc2ccccc2)c(=O)[nH]c1=O,5,-1,11,16,0.84,0,16,-2,7
CCOC(=O)c1c(C)n(CCN2CCN(C)CC2)c2ccc(OC)cc12,3,-1,-2,-4,1,2,14,-3,6
CCOC(=O)C1=C(N)Oc2cc(C)oc(=O)c2C12C(=O)N1c3c(cccc32)C(C)=CC1(C)C (stereo not drawn),20,1,1,-4,1,-6,-14,-2,16

A different layout for some results above:
Fields – TIM10 inh, A3A deaminase, NALP3 yeast inh, mIAP block, mIAP act, MIN6 prolif, hIAP block, A3G deaminase, tim10-1 inh
C/C(=N\Nc1ccccc1)c1c(O)n(Cc2ccccc2)c(=O)[nH]c1=O
 : 5, -1, 11, 16, 0.84, 0, 16, -2, 7
CCOC(=O)c1c(C)n(CCN2CCN(C)CC2)c2ccc(OC)cc12
 : 3, -1, -2, -4, 1, 2, 14, -3, 6
CCOC(=O)C1=C(N)Oc2cc(C)oc(=O)c2C12C(=O)N1c3c(cccc32)C(C)=CC1(C)C (stereo not drawn)
 : 20, 1, 1, -4, 1, -6, -14, -2, 16

Following part:
molecule,TIM10 inh,A3A deaminase,NALP3 yeast inh,mIAP block,mIAP act,MIN6 prolif,hIAP block,A3G deaminase,tim10-1 inh
COc1ccc(C(=O)OC2C[C@H]3CC[C@H](C2)N3C)cc1OC (stereo partly drawn),4,-3,2,0,1,-5,20,-7,12
OC(CNC1CCCCC1)C(F)(F)F (stereo not drawn),-6,3,13,1,0.99,1,16,14,-4
O=C(CN1CCCC1=O)Nc1ccccc1,-10,-7,1,-2,1,0,-9,-8,0
O=C(NCC(c1cccnc1)N1CCN(c2ccccc2)CC1)Oc1ccccc1 (stereo not drawn),14,2,14,3,0.97,0,1,-5,-9
COc1cc(CC(C)N)c(OC)cc1I (stereo not drawn),14,3,14,-1,1,-4,-14,2,14
CC12CCCCC1=NC(c1ccc(Br)cc1)N2O (stereo not drawn),13,0,-10,2,0.98,3,23,-1,11
Fc1cccc(F)c1CN1CCN(c2ccc(Cl)cc2)CC1,-9,-1,11,-11,1.1,0,17,-3,24
Fc1ccccc1CCNCc1ccccc1,-6,-5,-11,6,0.94,1,2,-6,-18

Next section
molecule,TIM10 inh,A3A deaminase,NALP3 yeast inh,mIAP block,mIAP act,MIN6 prolif,hIAP block,A3G deaminase,tim10-1 inh
COc1ccccc1N1CCN(Cc2ccccc2F)CC1,11,-4,-10,1,0.99,3,16,-12,10
Cc1nc2ccccc2c(=O)n1-c1ccc(F)cc1,4,-1,8,3,0.97,1,14,1,9
Cc1cccc(N2C(=O)NC(=O)/C(=C/c3cc4c(cc3[N+](=O)[O-])OCO4)C2=O)c1,14,3,-6,32,0.68,-2,1,24,-6
S=C1CN=C(c2ccccc2)c2cc(Cl)ccc2N1,24,2,25,17,0.83,2,-1,-4,14
Clc1ccc(CNCCc2ccc3c(c2)OCO3)cc1,-19,0,18,2,0.98,0,-1,-7,-8
NC(=O)c1ccc(N=Cc2c(O)n(Cc3ccco3)c(=O)[nH]c2=O)cc1,-17,20,-6,38,0.62,1,-5,10,-11
CC(Cc1ccccc1)NC(=O)CN1CCCC1=O (stereo not drawn),3,-5,-3,7,0.93,1,-2,-4,-1
CC(C)CCn1c(N)c(C(=O)NCc2cccs2)c2nc3ccccc3nc21,29,4,1,-2,1,-6,5,-8,35
COc1ccc(CC(C)NCCc2ccc(OC)c(OC)c2)cc1 (stereo not drawn),-12,-3,8,-1,1,4,-1,-10,0
COc1ccccc1CN1CCN(C(=O)COc2ccc3ccccc3c2)CC1,6,-3,21,6,0.94,-2,-7,-5,34
